Assay outcomes from PubChem.
PV pol inh = inhibitors of poliovirus RNA polymerase binding and polymerization | P03300 | poliovirus polymerase elongation, fluorescence polarization; active compounds read low | % elongation, % (compound at 16.7 µg/mL) | hit rate 0.66% among 150,000; in the data active = % elongation below about 90%; also: some results filed as inactive read as strong as hits
Target sequence (P03300 1749-2209 limits assumed): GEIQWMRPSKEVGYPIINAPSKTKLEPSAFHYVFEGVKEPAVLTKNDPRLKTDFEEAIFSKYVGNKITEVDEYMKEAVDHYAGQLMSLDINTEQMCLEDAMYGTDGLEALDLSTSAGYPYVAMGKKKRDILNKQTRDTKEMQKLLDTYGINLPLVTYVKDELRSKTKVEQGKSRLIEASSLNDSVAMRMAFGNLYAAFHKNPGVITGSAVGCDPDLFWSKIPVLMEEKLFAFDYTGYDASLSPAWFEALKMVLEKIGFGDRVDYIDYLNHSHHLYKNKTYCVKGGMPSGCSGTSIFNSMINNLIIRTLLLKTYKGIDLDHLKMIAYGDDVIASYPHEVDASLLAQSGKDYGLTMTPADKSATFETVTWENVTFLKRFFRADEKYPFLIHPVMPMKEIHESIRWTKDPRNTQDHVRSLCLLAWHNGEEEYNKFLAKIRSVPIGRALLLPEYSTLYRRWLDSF
PV pol inh FP z-score = recorded beside PV pol inh, whose call it bears; z-score; measured here: FP z-score; hits read low
* hit, by the source's call; & = joins results of further samples. These rows are one share of the data; count on the stated rates, not on these rows.

entry	mol	PV pol inh FP z-score	PV pol inh
1	CC(C)CC(=O)N[C@H](C(=O)N[C@H](C(=O)N[C@@H](CC(C)C)[C@@H](O)CC(=O)N[C@@H](C)C(=O)N[C@@H](CC(C)C)[C@@H](O)CC(=O)O)C(C)C)C(C)C	-0.4&0.1	98.0&100.0
2	CC(C)Nc1cc(N2CCN(C3CCCCC3)CC2)c2noc3c2c1C(=O)c1ccccc1-3	-1	96.0
3	Cc1ccc(N2CCN(S(=O)(=O)c3nnc(NC(=O)c4cccc(F)c4)s3)CC2)cc1	2.1	117.0
4	COc1cccc(CCNc2ncnc3c2nnn3C)c1	0.7	110.0
5	O=c1[nH]c2ccccc2c(O)c1-c1nc2ccccc2s1	0	102.0
6	CCOC(=O)c1c(C)n(C(C)C)c2ccc(OC(=O)c3ccccc3)cc12	0.9	105.0
7	Cc1c(NC(=O)C2Cc3ccccc3CN2S(=O)(=O)c2ccccc2F)c(=O)n(-c2ccccc2)n1C (centres undefined)	0.3	104.0
8	Cn1c(=S)[nH]c2ccc(Br)cc2c1=O	0.9	102.0
9	N=C1C(c2ccccc2)=C(O)CN1NC(=O)c1ccccc1	-0.7	100.0
10	CCc1cccc(NC(=O)Cc2nc(-c3ccc(OC)cc3)no2)c1	0.6	110.0
11	CCOC(CCn1c(=S)[nH]c2cc(C(=O)OC)ccc2c1=O)OCC	0.2	103.0
12	CCSc1ccc(-c2ccccc2)nn1	1.7	108.0
13	C#CCNC(C)c1ccccc1 (centres undefined)	0.8	104.0
14	CC1CCCN(c2csc3ccccc3c2=O)C1 (centres undefined)	0.5	108.0
15	N#CNc1nc2ccccc2nc1Cl	-1	100.0
16	CCN(CC)S(=O)(=O)c1ccc(NC(=O)C2CC(O)CN2S(=O)(=O)c2ccc(OC)cc2)cc1 (centres undefined)	0	103.0
17	COc1ccc(Cl)cc1C(=O)NCC(c1ccc(N(C)C)cc1)N1CCCC1 (centres undefined)	0.9	111.0
18	Cc1cc(C)c2nc(C(F)(F)F)nc(N3CCN(Cc4ccccc4)CC3)c2c1	0.7	103.0
19	O=C(O)c1ccn(C(F)F)n1	-0.9	99.0
20	Cn1c(=O)c2c(ncn2CC(=O)Nc2cc(Cl)cc(Cl)c2)n(C)c1=O	-0.2	103.0
21	Cc1ccc(-c2nc3ccccc3o2)cc1NC(=O)Cc1ccc(Cl)cc1	0.7	110.0
22	Cc1ccccc1N=CC=Nc1ccccc1C	1.2	104.0
23	C=CCNC(=S)NC1(C)CCS(=O)(=O)C1 (centres undefined)	0	101.0
24	CSc1nc(N)c(C#N)s1	0.1	105.0
25	O=C1N(c2ccccc2)CCN1c1ccccc1	-0.3	99.0
26	CCSC1=NC2(CCN(C(=O)NC3CCCCC3)CC2)N=C1c1ccc(C)c(C)c1	0.5	111.0
27	O=C(O)c1c(Cl)nc2sccn12	-0.6	100.0
28	O=C(Nc1ccccc1)Nc1ccc(OC(F)F)cc1	0.4	104.0
29	COc1ccccc1N1CCN(C(CNC(=O)C(=O)NCCN(C)C)c2cccnc2)CC1 (centres undefined)	1.5	114.0
30	COc1cccc(-n2c(SCC(=O)c3ccccc3)nc3c([nH]c4ccccc43)c2=O)c1	0.8	110.0

The final 3 entries of the section above come first, to join the parts.
entry	mol	PV pol inh FP z-score	PV pol inh
28	O=C(Nc1ccccc1)Nc1ccc(OC(F)F)cc1	0.4	104.0
29	COc1ccccc1N1CCN(C(CNC(=O)C(=O)NCCN(C)C)c2cccnc2)CC1 (centres undefined)	1.5	114.0
30	COc1cccc(-n2c(SCC(=O)c3ccccc3)nc3c([nH]c4ccccc43)c2=O)c1	0.8	110.0
31	CCCc1nn2c(=O)cc(COC(=O)c3cccs3)nc2s1	-1.9	97.0
32	CCCCN(CC)CCNC(=O)Cn1cc2c(n1)-c1c(oc(C(=O)N3CCCC3)c1C)CC2	0.6	110.0
33	CCc1ccc(NC(=O)CSc2nc(-c3ccccc3)no2)cc1	1.2	113.0
34	CCOC(=O)c1c(NC(=O)c2nc3ncccn3n2)sc2c1CCC(CC)C2 (centres undefined)	-0.2	100.0
35	CN(C)/C=N/C1N=C(C2CC2)N(C)C(=O)N1 (centres undefined)	0.4	108.0
36	CC(=O)N1CCN(c2ccc(OC[C@H]3CO[C@](Cn4ccnc4)(c4ccc(Cl)cc4Cl)O3)cc2)CC1	0.2	101.0
37	COc1ccc(OC)c(Nc2sc(C(=O)c3ccccc3)c(N)c2S(=O)(=O)c2ccccc2)c1	0.7	110.0
38	Cc1cc2c(cc1NS(=O)(=O)c1ccc(F)cc1)n(C)c(=O)c(=O)n2C	0.2	104.0
39	CSc1ccc(CCNC(=O)c2csc3c2CCCC3)cc1	0.4	103.0
40	Cc1nn2c(c1-c1ccc(Cl)cc1)N=C(c1ccco1)CC2c1ccccc1 (centres undefined)	0.3	101.0
41	N#Cc1ccc(OC(=O)c2ccc(-c3cccc(C(F)(F)F)c3)o2)cc1	0	102.0
42	NC(=O)CN(c1ccccc1)C1SC(=O)NC1=O (centres undefined)	0.6	104.0
43	O=C(CN1CCNCC1)N1CCCCC1	0.2	104.0
44	CCN(CC)C(=O)NCc1noc2ccccc12	0.3	104.0
45	CCc1nn(CC(=O)N(C)Cc2ccccc2)c(=O)c2cc3sccc3n12	-0.3	105.0
46	COc1ccc(CC(=O)O)c(OC)c1	-0.2	100.0
47	Cc1ccccc1OCC(=O)OCC(=O)NC1CCCCC1	-0.4	100.0
48	O=S(=O)(c1cc(C(F)(F)F)ccc1Cl)N1CCN(Cn2c(CO)nc3ccccc32)CC1	0.2	104.0
49	CCCN(CC1CC1)C(=O)CSc1n[nH]c(=O)n1CC	-0.3	102.0
50	CN1C(=O)/C(=N\N2C(=O)CSC2=S)c2ccccc21	0.1	100.0
51	Cc1ccc2oc(=O)c3cnn(CC(=O)n4c(C)cc5ccccc54)c3c2c1	-0.6	99.0
52	CC1CCN(C(=O)c2ccc3nc(SCc4ccc(F)cc4)n(C)c3c2)CC1	0.3	102.0
53	O=C(NCc1ccco1)c1ccc(-n2nncc2-c2ccccc2)cc1	0.1	103.0
54	CC(Sc1nnc(-c2ccncc2)n1N)C(=O)c1ccc(F)c(F)c1 (centres undefined)	-0.2	100.0
55	CS(=O)(=NC(=O)Nc1ccccc1)c1ccccc1 (centres undefined)	0	105.0
56	O=C(CSc1nnc(-c2ccc(Cl)cc2)n1Cc1ccccc1)NC(=O)NCc1ccco1	-0.9	98.0
57	COc1cccc(-c2n[nH]c3c2C(c2cccc(O)c2)N(C)C3=O)c1 (centres undefined)	-0.1	106.0
58	COC(=O)N/N=C/c1cn(CCOc2ccc(OC)cc2)c2ccccc12	0.5	105.0
59	O=C(Cn1nnc2ccccc21)OCC(=O)c1ccc(Cl)cc1	0.1	102.0
60	CCC1Nc2ccccc2NC1=O (centres undefined)	0.4	106.0
61	O=S(=O)(CCn1cccc1)CCn1cccc1	0.1	101.0
62	CCOc1ccc(-c2cc3c(=O)n(CC(=O)NCc4ccc(F)cc4)ccn3n2)cc1	-0.3	104.0
63	CCCN(C(=O)COc1cc(=O)n(CC)c2ccccc12)c1ccc(C(C)C)cc1	-1.8	99.0
64	CCCOc1c(-c2ccc3ccccc3n2)cnc2ccccc12	-0.3	100.0
65	COc1ccc(C2N(C(=O)c3ccccc3)CCCN2S(=O)(=O)c2ccc(C)cc2)cc1 (centres undefined)	1	104.0
66	COc1cccc(C(=O)N2c3nc(-c4ccco4)nn3C3(CCCCC3)[C@@H]3CCCC[C@@H]32)c1	0.5	108.0
67	Cc1ccc(CNC(=O)CCc2cn(Cc3ccc(C)cc3)c3ccccc23)cc1	1.3	113.0
68	CCC(=O)Nc1ccc(CC)cc1-c1nc2ccccc2n(CC(=O)c2ccc(OC)cc2)c1=O	-0.2	106.0
69	CCOC(=O)CNC(=O)c1cc2c(=O)n3cccc(C)c3nc2s1	-0.3	104.0
70	COC(=O)C1=C(C)NC(=S)NC1/C=C/c1ccccc1 (centres undefined)	-0.3	99.0
71	CC(=O)Nc1ccc(-c2nnc3n(Cc4ccc(C)cc4)c(=O)c4ccccc4n23)cc1	0.4	114.0
72	N#Cc1ccc(NC(=O)CCC(=O)O)cc1	0.2	102.0
73	COC(=O)c1cccc(NC(=O)C2=NNC(=O)CC2)c1	-0.5	101.0
74	N#Cc1c2c(c(N3CCCC3)[nH]c1=S)CCCC2	-2.3	93.0
75	CCOC(=O)Cc1ccc(NC(=O)NC(C)c2c(-n3cccc3)sc(C)c2C)cc1 (centres undefined)	-1	107.0
76	Cc1cc(NC(=O)c2ccc3nonc3c2)on1	-0.5	101.0
77	COc1ccc(C(=O)N2CCN(S(=O)(=O)c3ccccc3)CC2)cc1OC	0.5	106.0
78	CC(CC(=O)NCCc1ccccc1)n1cccn1 (centres undefined)	-0.1	101.0
79	O=C(Cc1ncc[nH]1)c1ccccc1	0.2	103.0
80	COc1ccccc1-c1ccc(SCC#N)nn1	0.3	107.0
81	COc1ccc(CCNC(=O)c2cc(-c3ccccn3)nc3ccccc23)cc1	0.2	102.0
82	Cc1ccc2[nH]c(-c3ccccc3)c(CN(C)C)c(=O)c2c1	0.5	103.0
83	O=C(Nc1ccc(F)cc1)c1cnccc1C(F)(F)F	0.5	106.0
84	Cn1ccnc1SCC(=O)NCc1ccccc1	0	101.0
85	Cc1cccc(-c2nc3cc(NC(=O)COc4ccccc4F)ccc3o2)c1	0.6	114.0
86	CCCc1ccc(OC(=O)c2sc3ncn(Cc4cccc(F)c4)c(=O)c3c2C)cc1	-0.7	99.0
87	CCN(C(=O)CSc1nc2cc(C(=O)OC)ccc2c(=O)n1CCN1CCOCC1)c1cccc(C)c1	0.4	102.0
88	COc1cc(C)ccc1OCCn1cccc1/C=C1\C(=N)N2N=C(N3CCCC3)SC2=NC1=O	0.2	101.0
89	Cc1ccc(S(=O)(=O)N/N=C/c2c(O)[nH]c(=O)[nH]c2=O)cc1	-0.4	100.0
90	CCOC(=O)C1CCCN(S(=O)(=O)c2ccc(Cl)cc2)C1 (centres undefined)	-0.2	100.0

Full records as entered above. Order of screens: PV pol inh FP z-score, PV pol inh
Entry for `CCOC(=O)Cc1ccc(NC(=O)NC(C)c2c(-n3cccc3)sc(C)c2C)cc1` (centres undefined) = -1, 107.0
Entry for `N#Cc1ccc(NC(=O)CCC(=O)O)cc1` = 0.2, 102.0

(list continues)
entry	mol	PV pol inh FP z-score	PV pol inh
91	Cc1oc(-n2c(C)ccc2C)c(C#N)c1C	1	110.0
92	c1ccc(CN2CCN(Cc3ccccc3)C2c2ccc[nH]2)cc1	0	99.0
93	COC(=O)C1(c2ccc(OC)c(OC)c2)CCCC1	-0.1	99.0
94	Cc1nc(N)[nH]c(=O)c1Oc1cccc(C(F)(F)F)c1	0.2	102.0
95	Nc1ccc(-c2ncc(-c3ccccc3)o2)cc1	0.5	103.0
96	COC(=O)c1ccc(CSc2ncnc3c2cnn3-c2ccc(C)cc2C)o1	0.6	104.0
97	Cc1cc(C)cc(OCCSc2nc(-c3cccs3)nc3cc(=O)[nH]n23)c1	0.6	109.0
98	O=C(CSc1nc2ncccc2[nH]1)N1CCCC1	0.1	103.0
99	CC1CC(=O)c2cnc(Nc3ccccc3)nc2C1 (centres undefined)	0.3	103.0
100	COC(=O)c1c(-c2ccc(Cl)cc2)noc1N1CCN(c2cccc(C)c2C)CC1	1.5	114.0
101	CS(=O)(=NS(=O)(=O)c1ccc(OC(F)(F)F)cc1)c1ccc(Cl)cc1 (centres undefined)	-0.7	102.0
102	CCCNC(=O)CCc1nc(-c2ccccc2Cl)no1	-0.1	100.0
103	CC1Cc2ccccc2N1C(=O)Cn1nc(-c2nccc3ccccc23)oc1=O (centres undefined)	0.3	104.0
104	N#CC1=C(N)N(c2ccccc2)C(=O)C1	0.3	105.0
105	Cc1cc2ncn(C(=O)CCCOc3ccccc3)c2cc1C	-0.1	101.0
106	O=C(NCc1ccccc1Cl)C1CCN(C(=O)c2ccco2)CC1	0.4	103.0
107	CCC(C)NC(=O)c1cc(-c2ccccn2)nc2ccccc12 (centres undefined)	0	101.0
108	Cc1cc(SCc2ccccc2)nc2ccccc12	0.4	103.0
109	Cn1ccc(/C=C2/CCC/C(=C\c3ccn(C)n3)C2=O)n1	0.3	103.0
110	CCN(CC)c1ccc2cc(-c3nc4ccccc4o3)c(=O)oc2c1	-2.3	81.0
111	Cc1ccc(Cc2cc(C)n[nH]c2=O)cc1	0	103.0
112	CCN1CCC2(CC1)OC(=O)C(C)=C2C(=O)Nc1ccc(F)cc1	-0.1	101.0
113	CC1C(=O)C(C)C(c2ccc(N(C)C)cc2)NC1c1ccc(N(C)C)cc1 (centres undefined)	0.2	102.0
114	Cc1c(C)n(CCN(C)C)c2ccc(C(=O)OCCN(C)C)cc12	-0.4	100.0
115	Cc1ccccc1Nc1nc(N)nc(CN2CCC(C)CC2)n1	0.1	104.0
116	COc1cccc(NC(=O)/C=N/O)c1	0.6	106.0
117	CS(=O)(=NS(=O)(=O)c1ccccc1C(F)(F)F)c1ccc(Cl)cc1 (centres undefined)	-0.1	104.0
118	CC(C)(C)c1cc(C(=O)NN)no1	-0.7	101.0
119	NC1=NC2(CCCC2)N=C(Nc2ccccc2)N1	-0.1	99.0
120	Cn1c(=O)c2[nH]c(-c3ccc(Cl)cc3)c(O)c2n(C)c1=O	-0.7	95.0
121	Cc1ccc(N(C)S(=O)(=O)c2ccc(-c3cnc(C4CC4)o3)cc2)cc1	0	106.0
122	Cn1ncc2c(Nc3cccc(C(F)(F)F)c3)ncnc21	-0.7	99.0
123	Cc1ccccc1CNC(=O)CCCn1c(=O)c2cccn2c2cccnc21	-1	102.0
124	COc1ccc(OCC(=O)Nc2ccc(Cl)c(-c3nc4ncccc4o3)c2)cc1	-0.1	103.0
125	COC(=O)c1sccc1S(=O)(=O)N(CC(=O)NCc1ccc(C)cc1)c1ccc(C)cc1	-0.3	105.0
126	COc1ccc(OC)c(NC(=O)Cn2c(=O)cc(-c3ccccc3)c3c(C)nn(C)c32)c1	0.9	109.0
127	COc1ccc(/C=N/NC(=O)c2ccc3c(c2)NC(=O)C(C)(C)O3)cc1OC	-0.7	100.0
128	COC(=O)c1cccc(C(=O)Nc2cnc3ccccc3c2)n1	0.2	102.0
129	Nc1ccc2c(c1)Cc1ccccc1-2	-0.2	101.0
